Source: PubChem BioAssay (Broad Institute)
C2C12 statin – suppressors of simvastatin-induced myotoxicity in C2C12 myotubes. rescue of ATP level, % at 7.49 µM. AID 602340. ATP luminescence, 48 h; scaled: DMSO 0, geranylgeraniol control 100. 0.78% of 330,000 active;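 active means mean ATP rescue above about 67%, or every replicate alone reaching that limit, limit read from the data, passing the limit was not always enough; inconclusive means no clear call, values can overlap the other calls; inactive means mean under the limit and some replicate under it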;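 further: myotubes were challenged with 10 µM simvastatin during compound exposure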
INS-1E GSIS act – primary screen for activators of insulin secretion dependent on glucose, INS-1E cells, GLuc reporter luminescence | INS-1E GLuc reporter insulin secretion, 2-3 h | activation, % at 16.6 µM | 0.61% of 370,000 active;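 active means lowest replicate activation of at least 40%, so every replicate reaches that level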;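 further: 0% = median of neutral control wells and 100% = median of IBMX positive control wells; some compounds called inactive have numbers as strong as hits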
Cneo AK release – Cryptococcus neoformans lysis via adenylate kinase release; C. neoformans lysis, adenylate kinase release luminescence, 4 h; normalised: neutral wells 0, clomiphene wells 100; lysis activity, % at 15 µM; 0.2% of 360,000 active;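 active means mean lysis activity across replicates of at least 80%, whatever share of replicates individually reach that level; inactive means mean lysis activity below 80%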
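Test system: log-phase Cryptococcus neoformans yeast cells; Quantity: yeast cell density of 5 × 10^6 cells/mL; Buffer or medium: YPD; Doses: single compound concentration per well; Timing: 4 h at 37 °C static, read 1 h later; Measured by: AK luminescence; Read-out basis: lysis from increased AK signal; Control set: Clomiphene as positive control.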
miR-122 sensor – inhibitors of miR-122 in Huh7 cells; Huh7 miR-122 Renilla luciferase sensor, 48 h; neutral wells = 0, positive control = 100; activation (reporter increase), % at 12.5 µM; 0.3% of 340,000 active; AID 602342;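 active means mean replicate activation score at least 90 and every replicate individually at or above 90; inconclusive means only one of the two criteria met; inactive means neither criterion met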;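 further: higher luciferase means less miR-122 activity so hits act as miR-122 inhibitors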
PglD inh – PglD (C. jejuni) enzyme inhibition. 0.098% of 360,000 active. inhibition, % at 12.5 µM. purified PglD enzyme, DTNB colorimetric CoA detection; in the data active means inhibition above about 16%, passing the limit was not always enough; inconclusive means no clear call, values can overlap the other calls; further: strong numbers were not always called active
F508del corr – correctors of CFTR F508del function in bronchial epithelial cells; activity (quench increase), % at 7.58 µM; 0.36% of 350,000 active; CFBE cells, YFP halide quenching; stimulated with forskolin plus potentiator P3; % fluorescence drop versus neutral controls;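 active means mean added fluorescence quench of at least 8% versus neutral control, with both replicates also reaching 8%; inconclusive means only one of the mean or replicate conditions met; inactive means mean below 8% and not both replicates reaching 8%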;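 further: cells transiently co-express mutant CFTR-F508del with the halide-sensitive YFP; corrector assay measuring rescue of mutant channel to the surface after 24 h compound exposure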
PGC1a acetyl inh – modulators of PGC1a acetylation; 0.17% of 350,000 active; inhibition, % at 15.6 µM; U2OS PGC1a acetylation, AlphaScreen anti-acetyl-lysine; with virally co-expressed GCN5 acetyltransferase;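 active means every replicate shows inhibition of at least 40%; inconclusive means mean inhibition at least 40% but some replicate below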;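 further: 0% = neutral control wells and 100% = positive control wells; some results beyond the cut were filed as inactive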
FN deposition inh – fibronectin deposition inhibition; inhibition, % at 12.6 µM; 0.086% of 350,000 active; AH1F fibroblasts, Alexa488-fibronectin deposition fluorescence, overnight; AID 743247;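 active means mean inhibition across replicates of 30% or more, regardless of how many single replicates reach that level; inconclusive means mean under 30% yet at least half of replicates reach 30%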;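 further: positive control wells lacked labelled fibronectin entirely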
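Assay system: AH1F fibroblasts assembling fluorescent fibronectin matrix; Amount: 10000 AH1F cells per well; Buffer or medium: DMEM, 2% serum; Probe or stimulus: Alexa488-fibronectin, 24 nM final in well; Doses: single compound dose, delivered by pin transfer; Incubation: 1 h adhesion, overnight exposure; Measured by: fluorescence 485/525 nm; Read-out: fibronectin deposition inhibition.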
* hit, by the source's call; ? = inconclusive; . = not tested or not shown; & = joins results of further samples; [ ] = remark or other dose.

molecule,C2C12 statin,INS-1E GSIS act,Cneo AK release,miR-122 sensor,PglD inh,F508del corr,PGC1a acetyl inh,FN deposition inh
CC(C)(C)[S@](=O)N1Cc2cc(C(=O)N3CCCCC3)nc(-c3cccc(-c4ccc(F)cc4)c3)c2[C@@H]1CCO,13,-12,28,.,1,-2.5,-5,-5
Cc1ccc(S(=O)(=O)NCC[C@@H]2CC[C@H](NC(=O)c3cccnc3)[C@@H](CO)O2)cc1,-2,1,-1,.,1,-1.9,-3,-4
O=C(NCc1ccc2c(c1)OCO2)c1[nH]c(C(F)(F)F)nc1-c1ccccc1,-2,.,-1,6,-4,1.0,-15,-8
O=C(O)c1ccc(OCCN2CCCC2=O)cc1,0,.,-9,-5,-4,1.4,-24,3
COC(=O)/C=C1\N/C(=N\c2nc(C)cc(C)n2)N(c2ccc(C)c(C)c2)C1=O,.,2,0,-1,1,-1.4,.,0
COC(=O)c1cccn(CC(=O)c2ccc(Cl)cc2)c1=O,.,1,.,.,.,-1.0,3,-10
CCC(C)NC(=S)N1CCN(Cc2ccc3c(c2)OCO3)CC1 (stereo unspecified),.,-6,.,.,.,1.5,-6,-6
CN(Cc1cccc(F)c1)C(=O)c1ccc(S(=O)(=O)N2CCOCC2)cc1,2,2,1,-5,-2,-2.0,-4,7
COc1ccc(C/C(N)=N/OC(=O)Cc2ccccc2)cc1,16,.,-3,-3,-1,.,9,7
COCCNC(=O)c1c(N)n(-c2ccccc2)c2nc3ccccc3nc12,33,1,2,-3,4,.,-21,.
O=C(COC(=O)C1CCN(c2ccc(C(F)(F)F)cn2)CC1)c1ccccc1,-9,20,-3,.,-1,-2.6,.,-23
CC(=NNC(=S)Nc1ccc(C)cc1)c1ccccn1,-49,1,.,3,.,16*,0,0
Cc1nc(Cl)c(N=Cc2cccc([N+](=O)[O-])c2)c(Cl)n1,-2,6,.,-5,.,-1.4,7,3
Cc1nc2c(C(=O)N3CCN(C)CC3)cnn2c(C)c1Cc1ccc(Cl)cc1,-1,.,-10,-1,-16,.,3,.
COc1cccc2cc(C(C)N(CCCN3CCOCC3)C(=S)Nc3ccccc3C)oc12 (stereo unspecified),3,-24,-2,4,0,-0.7,-5,6
COc1cc(C)ccc1OCCOc1cc(C)ccc1Cl,-8,.,-3,1,1,.,25,.
Cc1cccc(/C(N)=N/OC(=O)c2cccnc2)c1,.,-3,-3,.,-2,.,.,-11
O=C(NCc1ccc2c(c1)OCO2)c1ccc(Cl)s1,1,-21,0,-1,0,-1.3,6,4
O=C(O)COc1ccc(/C=C2/SC(=S)N(Cc3ccccc3)C2=O)cc1,18,-15,-1,-3,-10,0.1,72*,0
O=C(CCN1C(=O)C2C3C=CC(C3)C2C1=O)NC1CCCc2ccccc21 (stereo unspecified),2,.,3,2,1,.,-4,1
COc1cc(CNC[C@H]2O[C@@H](n3ccc(N)nc3=O)[C@H](O)[C@@H]2O)ccc1OCc1cccc(Cl)c1,0,-11,-2,0,3,-3.0,.,11
CCOC(=O)CCCCCC(=O)Nc1ccc2c(c1)C(=O)N([C@@H](C)CO)C[C@H](C)[C@H](CN(C)C(=O)Nc1ccc(F)cc1)OCCCC[C@H](C)O2,3,-35&5,-2,-4,1,-3.1,2,7&-8
CC(=O)c1c(C)n(C)c2ccc(OC(=O)c3ccc([N+](=O)[O-])cc3)cc12,.,10,.,.,.,-0.5,5,-1
Cc1cccc(N2CCN(S(=O)(=O)c3cccc4nonc34)CC2C)c1 (stereo unspecified),-25,1,1,4,-6,-3.7,.,1
Cc1ccccc1CCNC(=O)C1CCN(S(=O)(=O)c2ccc(-n3cnnn3)cc2)CC1,-10,.,-2,3,-4,.,-4,.

Going on with the list:
molecule,C2C12 statin,INS-1E GSIS act,Cneo AK release,miR-122 sensor,PglD inh,F508del corr,PGC1a acetyl inh,FN deposition inh
CC(C)C#Cc1cnc2c(c1)C(=O)N([C@H](C)CO)C[C@H](C)[C@H](CN(C)C(=O)c1ccccc1)O2,23,-1,-1,-4[16.7 µM],3,-1.8,2,.
O=C(C1CCCC1)N1CCCCN2[C@@H](CO)[C@@H](c3ccc(C#CC4CC4)cc3)[C@@H]2C1,.,.,49,-21[16.7 µM],2,-2.0,4,.
Cc1ccccc1C(=O)NC1CCN(CC(=O)Nc2ccc(N(C)C)cc2)CC1,9,-7,0,-5,-13,-1.8,3,-3
Cc1ccn2cc(CCNC(=O)Cc3cccs3)nc2c1,2,8,-1,-4,2,6.5,10,3
CN(C)/C=N/c1sc2c(c1C(N)=O)CCCC2,0,-6,3,8,-8,-2.5,14,.
OC1COC(OCc2ccccc2)C(O)C1O (stereo unspecified),-4,8,9,9,-6,-0.4,17,8
O=[N+]([O-])c1nn(-c2ccc(Cl)cc2)n(O)c1=NCc1ccncc1,-4,-8,1,7,-4,-3.1,?,1
CSc1nc(-c2ccccc2)c(C#N)c(=O)n1C,-6,6,9,-8,-3,1.1,.,.
O=C(CSc1nnc(NC(=O)C2CC2)s1)Nc1ccc(F)cc1F,5,0,2,0,-5,0.5,-9,-1
COc1cccc(CNC(=O)CCCCCNC(=O)N2CCn3c2nc2ccccc23)c1,9,-12,-1,-3,0,0.4,-4,-5
Cc1cc(C(=O)CSc2nnc(-c3ccccc3)n2Cc2ccc3c(c2)OCO3)c(C)n1C,37,.,0,1,3,.,4,-8
O=c1c2cnn(-c3ccc(F)cc3)c2ncn1Cc1ccccc1,158*,.,0,-5,-1,.,0,.
COc1ccc(-c2c(-c3cccc(C)c3)oc3ccc(-c4ccc5c(c4)OCO5)cc23)cn1,12,-11,-1,0,0,3.4,2,12
C[C@H](CO)N1C[C@H](C)[C@@H](CN(C)C(=O)CN(C)C)Oc2ncc(-c3ccccc3F)cc2C1=O,10,0,8,-2[16.7 µM],2,-2.7,4,2
Cc1cc(C(=O)N/N=C/c2cccc(Cl)c2Cl)no1,-6,.,2,-3,6,.,13,.
CCC1C(=O)C(C)(C)C(=O)OC1c1ccc([N+](=O)[O-])cc1 (stereo unspecified),3,-7,-2,2,0,-0.7,2,-5
CC(C)(O)C#Cc1ccc(CNC[C@H]2O[C@@H](n3cnc(C(N)=O)n3)[C@H](O)[C@@H]2O)s1,-6,27,9,-2,2,-1.3,-1,2
O=C(NC1CSC/C1=N\O)c1ccccc1 (stereo unspecified),-4,.,-2,2,1,.,.,.
CCCCc1nc2cc(C(=O)N3CCCC3)ccc2o1,4,13,-1,-2,5,-2.6,-7,-1
COc1ccc(N(C(C)C(=O)NCc2ccco2)S(C)(=O)=O)cc1 (stereo unspecified),.,.,0,1,-3,.,-9,1
CCC(C)[C@H](NC(=O)NCCC1=CCCCC1)C(=O)OC (stereo partly specified),-4,-10,4,.,-2,0.7,-8,-8
CCNc1cc(N2CCCC2)ccc1[N+](=O)[O-],-5,-3,.,-6,.,.,0,.
CCCCNC(=O)n1c(=O)oc2ccc(Cl)cc21,3,.,1,-2,-1,.,-13,-3
O=C(Nc1cccc2ccccc12)/C(=C\c1cccc([N+](=O)[O-])c1)NC(=O)c1cccs1,33,3,-1,6,1,-0.8,2,-4
CN(C)S(=O)(=O)c1cccc(NC(=O)CSc2nc3ccccc3n2-c2ccccc2)c1,0,-18,0,0,-9,.,-11,8

Profiles, looked up by structure. Order of values: C2C12 statin	INS-1E GSIS act	Cneo AK release	miR-122 sensor	PglD inh	F508del corr	PGC1a acetyl inh	FN deposition inh
`CC(C)(O)C#Cc1ccc(CNC[C@H]2O[C@@H](n3cnc(C(N)=O)n3)[C@H](O)[C@@H]2O)s1` as listed: -6	27	9	-2	2	-1.3	-1	2
`Cc1cc(C(=O)N/N=C/c2cccc(Cl)c2Cl)no1` as listed: -6	.	2	-3	6	.	13	.

New compounds follow.
molecule,C2C12 statin,INS-1E GSIS act,Cneo AK release,miR-122 sensor,PglD inh,F508del corr,PGC1a acetyl inh,FN deposition inh
COc1ccccc1C1NC(=O)NC(C)=C1C(C)=O (stereo unspecified),13,.,1,-7,-2,.,2,.
COc1ccc(C(=O)NC2CCCCCCC2)cc1OC,.,.,1,-4,1,-1.7,-3,-1
C[C@@H](NC(=O)C[C@@H]1C=C[C@H](NS(=O)(=O)c2cccc(F)c2)[C@@H](CO)O1)c1ccccc1,-4,8,-3,.,1,1.8,6,3
CC(=O)N1CCN(C(=O)c2ccc3c(c2)S(=O)(=O)c2ccccc2C3=O)CC1,-1,5,-1,.,-7,-1.3,.,0
O=C(C[C@@H]1CC[C@H]2[C@@H](COC[C@H](O)CN2Cc2ccc(Cl)cc2)O1)NCc1ccccc1Cl,45,-5,1,-6[16.7 µM],3,2.0,-7,2
CC(=O)n1c(C=Nc2ccc(Cl)cc2)c(O)c2ccccc21,.,9,-6,9,-4,0.4,0,-16
CN1CCN(c2nc(NCCOC34CC5CC(CC(C5)C3)C4)nc(OCC(F)(F)F)n2)CC1,-8,-37,17,1,0,.,-2,.
CCOC(=O)c1c(NC(=S)Nc2ccc(Cl)cc2)sc2c1CCN(C)C2,-9,-4,0,11,-8,1.0,-7,-8
C[C@@H]1CN([C@H](C)CO)S(=O)(=O)c2ccc(-c3cncnc3)cc2O[C@@H]1CN(C)C(=O)C1CCCCC1,-5,1,-13,.,0,0.1,-2,-7
O=C(O)c1ccc(CNCc2cc(Cl)ccc2O)cc1,18,-1,0,0,1,-0.6,-1,-3
CO[C@@H](CN(C)S(=O)(=O)c1ccc(C)cc1)[C@@H](C)CN(C(=O)Nc1ccccc1F)[C@H](C)CO,-7,-4,1,.,2,1.5,-1,-11
CCC(=O)N1[C@@H]2c3ccc(-c4ccccc4)c(=O)n3C[C@H]1[C@H](CO)[C@H]2C(=O)N1CCN(C)CC1,1,6,-1,-5[16.7 µM],0,-4.1,.,.
O=C(CSc1ccc(S(=O)(=O)N2CCOCC2)cn1)Nc1ccc(OC(F)F)cc1,9,-6,-1,0,-7,0.5,1,-5
Cc1ccc(-c2nc(-c3ccccn3)sc2CC(=O)O)cc1,-13,32,.,-1,.,-1.7,5,3
Cc1noc(C)c1S(=O)(=O)N(C)C[C@H]1Oc2ccc(NC(=O)Nc3ccc(C(F)(F)F)cc3)cc2CC(=O)N([C@@H](C)CO)C[C@H]1C,-101,-8,1,-6[16.7 µM],1,2.0,-2,10
COC(=O)COc1ccc(S(=O)(=O)NCc2ccco2)cc1,0,9,-2,-4,6,.,15,.
Cc1noc(C)c1S(=O)(=O)Nc1ccc2c(c1)CC(=O)N([C@H](C)CO)C[C@@H](C)[C@H](CN(C)S(=O)(=O)c1cccs1)O2,9,21,0,-2[16.7 µM],-3,-2.1,8,0
C[C@@H]1CN([C@H](C)CO)C(=O)c2cc(NC(=O)Nc3ccc(C(F)(F)F)cc3)ccc2O[C@@H]1CN(C)S(=O)(=O)c1ccccc1,-71,-9,.,19[16.7 µM],.,-2.3,-1,.
CO[C@@H]1CN(C)C(=O)c2ccc(NS(=O)(=O)c3cccc(C)c3)cc2OC[C@@H](C)N(C(=O)Cc2cccnc2)C[C@H]1C,6,-7,2,1[16.7 µM],-1,.,.,-40
